Compound activity (PubChem)
p97 inhibitor – blocks human p97 ATPase activity; 0.42% of 220,000 active; P55072; inhibition, % at 8 µM; recombinant p97 ATPase, Kinase-Glo ATP luminescence, 3 h; AID 1481; in the data active = inhibition above about 15%;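 also: 0% = DMSO vehicle and 100% = wells lacking enzyme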
Rad51 HR inh – blocks human Rad51 in homologous recombination. hRad51 DNA strand exchange, fluorescence dequenching. inhibition, % at 10 µM. Q06609. 0.085% of 200,000 active;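 active = inhibition above 40% at the single screening dose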;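 also: 0% = DMSO control wells and 100% = blanks with heterologous ssDNA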
Target sequence (Q06609 whole entry, looked up): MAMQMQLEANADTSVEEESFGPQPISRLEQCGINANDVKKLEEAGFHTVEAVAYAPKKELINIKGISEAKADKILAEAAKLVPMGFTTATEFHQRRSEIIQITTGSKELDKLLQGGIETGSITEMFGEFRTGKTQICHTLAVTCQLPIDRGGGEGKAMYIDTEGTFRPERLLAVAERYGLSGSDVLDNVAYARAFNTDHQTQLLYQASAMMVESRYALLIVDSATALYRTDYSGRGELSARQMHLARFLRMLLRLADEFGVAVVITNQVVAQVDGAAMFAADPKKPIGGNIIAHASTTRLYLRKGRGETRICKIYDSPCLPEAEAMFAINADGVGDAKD
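Material: hRad51 filaments on single-stranded DNA; Reagent: Donor/quencher-labelled 47-bp dsDNA substrate; Compound: 10 µM final, single point; Schedule: 37 °C 15-min filament assembly, 30-min compound preincubation, 15-min exchange; Technique: FRET fluorescence, excitation 485 nm, emission 520 nm; Benchmarks: control wells and blank wells on each plate.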
FXIIa inh – factor XIIa (human) inhibition. P00748. purified FXIIa, Boc-QGR-AMC fluorogenic substrate, 2 h. inhibition, % at 5 µM. 0.3% of 220,000 active. AID 800; in the data active = inhibition above about 40%;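 also: 0% = enzyme with no compound and 100% = blank without enzyme; many of its hits are not listed in these tables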
hK5 inh – inhibitors of human kallikrein 5; 0.59% of 210,000 active; inhibition, % at 5 µM; recombinant hK5, fluorogenic AMC substrate cleavage;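 active = inhibition of 40% or more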;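 also: 0% = enzyme controls without compound and 100% = no-enzyme blanks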
MDM2 E3 inh – blocks human Mdm2 ubiquitin ligase activity; 0.11% of 210,000 active; AID 1230; Q00987; cell-based MDM2 ubiquitination luciferase reporter, 2 h; 0 = plate control, 100 = twice control, blank-subtracted; signal enhancement, % at 5 µM;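 active = signal enhancement of 30% or more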;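 also: luminescence tracks abundance of the self-degrading MDM2-luciferase fusion protein; higher signal means inhibition of MDM2 E3 ligase activity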
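Material: stable MDM2–luciferase fusion reporter cells / Quantity: 2000 cells/well / Dosing: single 5 µM compound dose, 0.2% final DMSO / Buffer or medium: DMEM / Schedule: 4 h cell settling then 2 h compound exposure, 37 °C / Detection: luminescence with SteadyLite reagent, 15 min at room temperature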
FXIa inh – factor XIa (human) inhibition | P03951 | purified FXIa, Boc-Glu-Ala-Arg-AMC fluorogenic substrate | inhibition, % at 5 µM | 0.14% of 220,000 active;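 active = inhibition of at least 40%; inactive = inhibition below 40%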;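 also: fluorescence of freed AMC excited at 355 nm; 0% = enzyme without compound and 100% = no enzyme blank; many of its hits are not listed in these tables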
Wee1 stabilizer – inhibitors of human Wee1 degradation | P30291 | HeLa Luc-Wee1K328M stability, luciferase luminescence; 100% = proteasome inhibitor MG132 effect | reporter increase, % at 5 µM | 1.2% of 220,000 active | AID 1321;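 active = activation above the mean of all tested compounds plus 3 SD, set per screening run, cut at about 8.8% in these data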;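 also: cells exposed to compound for 20 h before luminescence read; 0% = DMSO alone and 100% = MG132 at 30 µM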
Target sequence (P30291 whole entry K328M): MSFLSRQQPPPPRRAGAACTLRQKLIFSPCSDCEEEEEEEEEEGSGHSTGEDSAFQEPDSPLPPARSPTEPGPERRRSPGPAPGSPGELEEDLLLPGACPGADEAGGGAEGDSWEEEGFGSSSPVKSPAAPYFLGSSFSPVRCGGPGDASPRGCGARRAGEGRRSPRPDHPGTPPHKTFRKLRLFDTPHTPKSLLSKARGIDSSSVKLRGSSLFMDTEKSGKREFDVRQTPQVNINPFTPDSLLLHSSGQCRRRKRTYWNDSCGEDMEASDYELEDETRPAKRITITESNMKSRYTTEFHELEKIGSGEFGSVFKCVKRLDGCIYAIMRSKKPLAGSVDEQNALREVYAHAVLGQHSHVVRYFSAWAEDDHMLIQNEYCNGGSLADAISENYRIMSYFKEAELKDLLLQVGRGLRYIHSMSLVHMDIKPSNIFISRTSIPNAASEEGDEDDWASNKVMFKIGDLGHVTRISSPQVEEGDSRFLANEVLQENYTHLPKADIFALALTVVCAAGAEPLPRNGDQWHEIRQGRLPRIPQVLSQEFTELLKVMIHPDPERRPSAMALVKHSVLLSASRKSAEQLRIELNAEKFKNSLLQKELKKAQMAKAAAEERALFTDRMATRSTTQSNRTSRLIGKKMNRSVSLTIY
eIF4E-4G inh – inhibitors of eIF4E and eIF4G interaction in translation initiation | P63073+Q04637 | inhibition, % at 21.7 µM | TR-FRET eIF4E-eIF4GI(517-606) binding, 2 h | 0.37% of 220,000 active;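 active = inhibition above about 30%, limit read from the data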;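 also: 0% = full FRET control wells and 100% = background wells lacking eIF4GI fragment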
14-3-3 Bad inh – disrupts binding of bovine 14-3-3 zeta to phospho-Bad peptide | TR-FRET 14-3-3zeta/Dy647-pBad peptide displacement, 1 h | inhibition, % at 21.7 µM | 0.71% of 220,000 active | AID 781;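 active = inhibition above about 70%, limit read from the data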;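 also: 0% = full 14-3-3 plus peptide FRET controls and 100% = background without 14-3-3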
* = called active by the depositor; i = inactive; / = not tested or not shown; [ ] = dose if it differs, or a comment.

Screens in order: hK5 inh	FXIa inh	p97 inhibitor	14-3-3 Bad inh	eIF4E-4G inh	Wee1 stabilizer	MDM2 E3 inh	FXIIa inh	Rad51 HR inh
O=S(=O)(c1ccc(Oc2ccc(S(=O)(=O)N(CCO)CCO)cc2)cc1)N(CCO)CCO
  -6	-2	4	-3	-1	4	-8	-2	-4
CCN(Cc1ccncc1)C(=O)c1cc(Br)cc(Br)c1O
  2	-2	5	-7	2	-3	-11	4	5
COc1ccc(CC2(CO)CCN(Cc3cnc(-c4ccccc4C)nc3)CC2)cc1
  2	-2	-1	-6	-4	-2	-5	12	-5
Cc1cc(C)c(S(=O)(=O)NNC(=O)C2CCN(Cc3ccccc3)CC2)c(C)c1
  -5	4	9	-6	-4	0	-13	12	-6
O=C1N(C2CCCC2)C[C@@H]2C[C@@H](c3cn[nH]c3-c3ccc(Cl)cc3)N3CCC[C@@]123
  6	0	3	-8	-1	-3	-9	6	-47
Cc1cccc2cc(CN(CC3CCCO3)C(c3nnnn3Cc3ccco3)C(C)C)c(=O)[nH]c12 (configuration not stated)
  5	-9	-3	-3	14	2	1	-1	/
O=C(Nc1ccc(F)c([N+](=O)[O-])c1)c1cccs1
  4	-6	-6	0	0	1	-13	0	/
Cc1noc(C)c1S(=O)(=O)N1CCN(Cc2ccc3c(c2)OCO3)CC1
  -25	-3	4	4	1	4	-5	5	-2
C(=C\c1ccccc1)/CSc1nnc(-c2ccncc2)n1Cc1ccco1
  -24	11	-5	-1	2	0	-10	11	1
CCOC(=O)C1=C(C)N(C)C(=O)NC1c1ccccc1OC (configuration not stated)
  11	5	-3	14	1	-2	1	18	-10
COC(=O)CSc1nc(NC(C)=O)nc(C)c1Br
  6	-1	-4	6	3	-4	-15	11	-3
Cc1cc(C2=NNC(=Nc3ccc(S(=O)(=O)N4CCOCC4)cc3)SC2)c(C)n1C
  -4	-2	2	16	9	2	3	2	-3
CCN(c1ccccc1)S(=O)(=O)c1cc(OC)ccc1OC
  -1	-5	4	-13	-3	3	-3	1	1
CCc1cccc(C)c1NC(=O)CSc1nnc(-c2cc3cc(Br)ccc3o2)n1CC
  -29	2	-3	-19	-11	4	-14	5	-6
C/C(CC(=O)Nc1ccc2c(c1)OCO2)=N\NC(=O)c1ccccc1N
  1	3	7	3	2	12*	-5	1	-9
Cc1ccnc(NS(=O)(=O)c2ccc(NC(=O)/C=C/c3cccs3)cc2)n1
  5	3	-5	0	-2	-3	-21	7	-3
Cc1cc(C(=O)Nc2ccccc2)oc(=O)c1
  -3	1	9	6	5	9	-6	2	11
Clc1ccccc1-c1nnc2sc(C3COc4ccccc4O3)nn12 (configuration not stated)
  -34	1	-4	12	-4	7	-2	11	-6
COc1ccc2c(c1)cc(C(O)c1ccccn1)n2S(=O)(=O)c1ccccc1 (configuration not stated)
  -13	15	1	1[fluorescence artefact?]	-3	-3	4	4	6
Cc1ccc(N/C(=C\C(=O)c2ccccc2)C(=O)O)cc1
  2	7	-7	6	-1	-1	-10	15	-7
O=C(c1ccccc1F)N1CCN(c2ccc([N+](=O)[O-])cc2-n2cccc2)CC1
  1	-2	3	2	2	-1	-7	5	/
O=C(Nc1ccn(Cc2ccccc2)n1)c1cccc(Cn2cc([N+](=O)[O-])cn2)c1
  -11	2	3	-7[fluorescence artefact?]	9	-3	9	5	3
CC(=O)c1cnc(-c2ccccn2)s1
  -4	21	10	-17	8	-2	-15	8	-11
C=CCn1c(=NC(=O)c2ccccc2[N+](=O)[O-])sc2cc(S(C)(=O)=O)ccc21
  -4	-4	1	-1	-2[fluorescence artefact?]	3	-12	-2	2
CCCCn1c(=O)[nH]c(=O)c2c(C(=O)OCC)cc(-c3ccc(OC(F)F)cc3)nc21
  -7	-6	1	-6	3	2	-18	3	19
O=S(=O)(Nc1nc2cc3c(cc2nc1Cl)OCCO3)c1ccccc1
  -13	-1	1	0	1	2	2	7	-20
COc1cc(/C=C/C(=O)N2CCN(C)CC2)cc(S(=O)(=O)N2CCc3ccccc32)c1OC
  -1	-2	6	-2	-7	0	/	2	/
C=CCn1c(-c2ccccc2)c[nH]c1=S
  -9	3	3	-4	8	2	-8	16	-4
Cc1sc2ncnc(SCC#N)c2c1C
  -18	6	4	26[fluorescence artefact?]	-3[fluorescence artefact?]	6	-11	16	4
COc1ccc(CCNC(=O)C2CC2)cc1OC
  -5	2	5	7	6	1	-6	6	-4

Copied from the list.
C/C(CC(=O)Nc1ccc2c(c1)OCO2)=N\NC(=O)c1ccccc1N in FXIa inh reads 3
Cc1ccnc(NS(=O)(=O)c2ccc(NC(=O)/C=C/c3cccs3)cc2)n1 in MDM2 E3 inh reads -21
C=CCn1c(=NC(=O)c2ccccc2[N+](=O)[O-])sc2cc(S(C)(=O)=O)ccc21 in Rad51 HR inh reads 2

The listing picks up, repeating the 2 entries before the break.
Screens in order: hK5 inh	FXIa inh	p97 inhibitor	14-3-3 Bad inh	eIF4E-4G inh	Wee1 stabilizer	MDM2 E3 inh	FXIIa inh	Rad51 HR inh
Cc1sc2ncnc(SCC#N)c2c1C
  -18	6	4	26[fluorescence artefact?]	-3[fluorescence artefact?]	6	-11	16	4
COc1ccc(CCNC(=O)C2CC2)cc1OC
  -5	2	5	7	6	1	-6	6	-4
CCOC(=O)c1c(C)c(C(=O)NCc2cccnc2)c(C)n1C
  22	5	4	1	-5	3	-3	21	-3
N#Cc1cnn2ccc(-c3ccc4c(c3)CCC4)nc12
  -12	-1	2	-10	6	-1	5	1	11
c1ccc(N2CC[N+]3(CCCC3)CC2)nc1
  -4	3	6	6	-4[fluorescence artefact?]	-2	-17	9	-1
O=C(Nc1ccc(F)cc1)N1CCC(c2nc3c(nnn3Cc3ccccc3Cl)c(=O)[nH]2)CC1
  5	2	0	-2	1	-1	-10	/	3
C=CCN1C(=O)c2cccc3c(N4CCCCC4)ccc(c23)C1=O
  -2	-3	6	-7	7	1	-8	6	i
Cc1cccc(OCC(O)CN2C(C)(C)CC(O)CC2(C)C)c1C (configuration not stated)
  8	1	-3	-7	10	0	-3	12	-3
CCN(CC)S(=O)(=O)c1ccc(N(C)CCc2ccc(OC)c(OC)c2)nc1
  -6	-5	-4	0	0	5	-11	3	-4
COc1ccc(Oc2ccc(-c3ccn[nH]3)cc2)cc1
  2	6	5	1	0	-1	0	6	8
COc1ccc(Cc2c3cc(OC)c(OC)cc3cc[n+]2C)cc1OC
  -1	0	/	5	-20	/	-50	7	-1
O=C(Nc1ccccn1)c1cc(-c2cccc(Cl)c2)nc2ccccc12
  11	3	-3	11	-1	-2	-16	16	-8
Cn1nnnc1SCC(=O)N1CCN(S(=O)(=O)c2ccc(Cl)cc2)CC1
  -6	3	2	-15	0	-3	-7	6	5
Cc1ccc(S(=O)(=O)N2CCC(=O)N(CCOCc3ccccc3C)CC2)cc1
  -2	9	2	-4	-3	-3	/	21	-1
Cc1cc(C)n(-c2nc3c(c(=O)[nH]c(=O)n3C)n2CC(O)COc2ccccc2C)n1 (configuration not stated)
  -4	4	-4	21	7	3	-21	2	4
CCOC(=O)c1c(C)[nH]c(C(=O)COC(=O)CCC2CCCC2)c1C
  -4	-1	0	5	-12	3	/	2	/
CC(NS(=O)(=O)c1cccc(Cl)c1)C(=O)N(C)C1CCN(C)CC1 (configuration not stated)
  4	0	-1	-10	-3	-3	-11	5	-23
COc1ccc(S(=O)(=O)N2CCN(Cc3cccc(Cl)c3)CC2)cc1
  35	12	-1	-7	4	-1	-2	23	2
COc1ccc2cc3cc(C(=O)NCC4CCCO4)oc3nc2c1 (configuration not stated)
  -79	-6	6	13	3	-2	-11	-9	3
Cc1nn(C)c(C)c1S(=O)(=O)NCc1cccs1
  5	6	0	8	3	3	-7	13	10
CCOc1cc(N2CCOCC2)c(OCC)cc1NC(=O)c1ccccc1C
  /	0	-1	-13	1	-3	/	5	/
CC1CN(c2ccc(S(=O)(=O)N3CCOCC3)cn2)CC(C)O1 (configuration not stated)
  1	6	-6	9	0	0	-10	15	-4
COc1ccccc1N(CC(=O)NC(C)(C)C)C(=O)Cn1nnc(-c2ccc(C)o2)n1
  -22	3	-1	-14[fluorescence artefact?]	-6	2	-12	7	3
O=C(CCCN=C1NS(=O)(=O)c2ccccc21)OCc1cc([N+](=O)[O-])cc2c1OCOC2
  0	-3	6	1	5	2	1	4	4
COc1c(N2CCN(C(=S)NCc3ccccc3)C(C)C2)c(F)cc2c(=O)c(C(=O)O)cn(C3CC3)c12 (configuration not stated)
  -2	-8	8	-6	4	0	-12	1	-6
NCCOc1cnn(-c2ccccc2Cl)c(=O)c1Cl
  -10	5	7	-11	-2	-2	1	10	-20
COc1ccccc1C1(CC(=O)N2CCOCC2)CCOC(C(C)C)C1 (configuration not stated)
  -5	-1	-1	2[fluorescence artefact?]	3	-1	/	9	-7
Brc1cccc(Cn2c(-c3cncs3)nc3ccccc32)c1
  -5	7	-1	-4	3	2	2	14	-9
O=S(=O)(NCC(c1cccnc1)N1CCOCC1)c1ccccc1 (configuration not stated)
  5	5	-3	-2	0	-3	5	10	-1
Cc1cccc2cc(CN(Cc3cccs3)Cc3nnnn3Cc3ccccc3)c(=O)[nH]c12
  6	-2	-6	6	0	1	-15	10	9

Shown as a hit in Wee1 stabilizer, among the entries above:
Screens in order: hK5 inh	FXIa inh	p97 inhibitor	14-3-3 Bad inh	eIF4E-4G inh	Wee1 stabilizer	MDM2 E3 inh	FXIIa inh	Rad51 HR inh
C/C(CC(=O)Nc1ccc2c(c1)OCO2)=N\NC(=O)c1ccccc1N
  1	3	7	3	2	12*	-5	1	-9
